Pin1 inh: human Pin1 inhibition. Q13526. Pin1 FP peptide displacement, HiFluor488, 10 min. Potency, µM (doses to about 115 µM), for the others: at the highest dose activity, negative = inhibition, hits mostly inhibitors. 390,000 tested, 0.009% active. AID 504891; active = well fitted inhibition curve with a large enough effect in the polarisation, with a control signal flat, not every such curve was filed as active; inconclusive = small, poorly fitted or top-dose-only effect, or effect the other way, or a change in a side signal; inactive = no such curve, though single readings can be large or run the other way; the % refers to the polarisation; also: % is scaled to controls: 0 for no effect and ±100 for the full control effect
Target sequence (Q13526 whole entry, looked up): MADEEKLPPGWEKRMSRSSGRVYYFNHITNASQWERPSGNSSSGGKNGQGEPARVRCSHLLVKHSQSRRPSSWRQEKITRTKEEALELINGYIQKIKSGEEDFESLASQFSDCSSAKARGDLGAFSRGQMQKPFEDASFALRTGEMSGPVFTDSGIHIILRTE
JMJD2A Tudor: JMJD2A Tudor domain (human) inhibition. O75164. AlphaScreen JMJD2A-Tudor / H3K4me3 peptide binding. Potency, µM (series often up to 114 µM), inactives show at the highest dose activity change, negative = inhibition, hits mostly inhibitors. 390,000 tested, 4.4% active; also: % is scaled to controls: 0 for no effect and ±100 for the full control effect; nearly all actives have a fitted effect of over 50% in size
POLI inh: blocks human DNA polymerase iota activity | Q9UNA4 | Pol iota fluorescent replication assay, 10 min | Potency, µM (doses to about 115 µM), without a hit: at the highest dose activity, negative = inhibition, hits mostly inhibitors | 390,000 tested, 1% active
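Pol iota at 10 nM preincubated 15 min with compounds at room temperature; reaction started with fluorescent substrate, 50 nM final. Fluorescence read kinetically at 0 and 10 min; buffer-only wells as negative control.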
BLM helicase inh: Bloom syndrome helicase (human) inhibition; P54132; recombinant BLM DNA unwinding, fluorescence dequenching; Potency, µM (series often up to 56.1 µM), for inactives: top-dose activity change, negative = inhibition, actives largely listed as inhibitors; 350,000 tested, 0.2% active;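 also: plate controls were vehicle for no effect and no enzyme for full effect; nearly all actives have a fitted effect of over 35% in size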
BAZ2B inh: BAZ2B (human) inhibition | Q9UIF8 | AlphaScreen BAZ2B-H3K14Ac peptide displacement | Potency, µM (series often up to 114 µM), for the others: at the highest dose activity change, negative = inhibition, hits mostly inhibitors | 360,000 tested, 4.4% active | AID 504333; also: % is scaled to controls: 0 for no effect and ±100 for the full control effect; nearly all actives have a fitted effect of over 60% in size
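AlphaScreen displacement: compounds (up to 110uM) incubated 30 min at room temperature with a preformed 50 nM BAZ2B/50 nM biotinylated H3K14Ac peptide complex in PBS pH 7.4 with Tween-20. Donor and acceptor beads at 10 ug/mL final added, 20 min light-protected before reading.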
GLS inhibitor: inhibitors of human glutaminase (GLS) | GLS enzymatic activity, qHTS titration | Potency, µM (highest dose often 45.5 µM), for inactives: at the highest dose activity change, negative = inhibition, most hits filed as inhibitors | 410,000 tested, 0.21% active | AID 624170; also: % is scaled to controls: 0 for no effect and ±100 for the full control effect
Target sequence (O94925 whole entry, looked up): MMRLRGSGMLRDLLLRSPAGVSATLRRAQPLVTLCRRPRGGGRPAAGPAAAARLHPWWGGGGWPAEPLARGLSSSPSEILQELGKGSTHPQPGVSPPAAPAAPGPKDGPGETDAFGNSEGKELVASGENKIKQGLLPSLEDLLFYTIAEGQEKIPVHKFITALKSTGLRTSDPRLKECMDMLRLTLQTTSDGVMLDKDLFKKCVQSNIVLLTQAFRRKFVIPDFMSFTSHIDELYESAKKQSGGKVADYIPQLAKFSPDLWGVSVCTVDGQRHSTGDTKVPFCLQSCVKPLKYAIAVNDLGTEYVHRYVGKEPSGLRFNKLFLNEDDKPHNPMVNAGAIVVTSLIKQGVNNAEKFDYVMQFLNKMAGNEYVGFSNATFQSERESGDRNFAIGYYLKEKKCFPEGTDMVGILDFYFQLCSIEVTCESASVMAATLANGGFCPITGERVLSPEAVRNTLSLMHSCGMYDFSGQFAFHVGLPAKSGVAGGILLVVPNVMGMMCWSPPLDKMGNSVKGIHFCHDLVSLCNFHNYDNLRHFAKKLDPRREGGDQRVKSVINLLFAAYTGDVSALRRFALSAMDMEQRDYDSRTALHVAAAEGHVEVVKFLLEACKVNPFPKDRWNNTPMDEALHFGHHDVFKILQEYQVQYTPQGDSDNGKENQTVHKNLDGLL
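hKGA in 45 mM KH2PO4 (pH 8.2), 0.02% Tween-20 with compound, then 1mM L-Glutamine (stock as added) plus glutamate oxidase/HRP/Amplex red coupling mix. Fluorescence read initially and after 30 min at RT; signal change reflects glutamate formation.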
Tb PGK inh: T. brucei PGK inhibition; P07378; PGK/GAPDH coupled, Kinase-Glo luminescence, 60 min; Potency, µM (doses to about 57.5 µM), for the others: top-dose activity change, negative = inhibition, most hits filed as inhibitors; 380,000 tested, 0.043% active; AID 602233; also: % is scaled to controls: 0 for no effect and ±100 for the full control effect; nearly all actives have a fitted effect of over 60% in size
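Recombinant glycosomal PGK reaction used 1,3-bisphosphoglycerate generated in-well by GAPDH (100nM final) in 100mM TEA pH 7.6, 5mM MgCl2, 0.01% Tween-20. After 60 minutes at room temperature, ATP was read by Kinase-Glo Plus luminescence end-point.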
HP1b chromo inh: blocks HP1-beta chromodomain binding to methylated histone tails; P83916; AlphaScreen HP1-beta / biotin-H3K9me3 peptide binding; Potency, µM (highest dose often 114 µM), for inactives: at the top dose activity change, negative = inhibition, hits mostly inhibitors; 390,000 tested, 0.56% active; AID 540317; also: nearly all actives have a fitted effect of over 70% in size; inactives centre near 23
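HP1-beta protein (50 nM final) preincubated 30 min at room temperature with biotinylated H3(1-18)K9me3 peptide (50 nM) in PBS pH 7.4, 0.01% Tween-20, then compound added for 30 min. AlphaScreen streptavidin donor/nickel chelate acceptor beads (10 ug/mL final), 30 min dark, luminescence read.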
G9a block: blocks human histone lysine methyltransferase G9a. Q96KQ7. G9a H3K9 monomethylation, AlphaScreen, 2 h. Potency, µM (titrated, usually from 102 µM), for the others: top-dose activity, negative = inhibition, actives largely listed as inhibitors. 350,000 tested, 8.8% active. AID 504332; also: % is scaled to controls: 0 for no effect and ±100 for the full control effect; nearly all actives have a fitted effect of over 75% in size
Target sequence (Q96KQ7 913-1193 limits assumed): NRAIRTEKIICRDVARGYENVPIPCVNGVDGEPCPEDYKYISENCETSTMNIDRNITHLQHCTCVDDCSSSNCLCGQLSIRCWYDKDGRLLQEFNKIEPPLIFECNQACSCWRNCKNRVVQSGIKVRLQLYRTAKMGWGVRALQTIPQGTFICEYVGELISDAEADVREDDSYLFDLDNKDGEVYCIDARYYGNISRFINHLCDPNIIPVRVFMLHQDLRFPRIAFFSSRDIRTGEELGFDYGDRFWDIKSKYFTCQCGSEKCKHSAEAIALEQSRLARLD
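G9a (20 nM) was preincubated 15 min with compound, then reacted 2 h at room temperature with 500 nM biotin-H3K9 peptide and 20 µM SAM. Monomethyl-H3K9 detected by AlphaScreen using anti-H3K9me1 antibody.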
* hit, by the source's call; [ ] = remark or other dose. Unless noted, calls follow the shape of the dose curve; as a rule, active = well fitted curve in the direction sought with a large enough effect; inconclusive = small, poorly fitted or top-dose-only effect, or another doubt; inactive = no such curve, though single readings can be large; an effect the other way counts as inactive or inconclusive. Potency is read from the fitted curve at half-maximal effect.

Results for Cc1ccc(CNC(=O)c2cc(S(=O)(=O)N3CCCC3)cn2C)cc1 ?
Pin1 inh: 5.8%; JMJD2A Tudor: -9.9%; POLI inh: 18.4%; BLM helicase inh: -1.1%; BAZ2B inh: 8.4%; GLS inhibitor: -7.9%; Tb PGK inh: inactive; HP1b chromo inh: 32.6%; G9a block: 5.0%

How did Cc1ccc(C(=O)C2CCN(CC(=O)Nc3ccc4c(c3)OCCO4)CC2)cc1 do in these assays?
Pin1 inh: 9.0%; JMJD2A Tudor: -34.5%; POLI inh: 21.7%; BLM helicase inh: -0.7%; BAZ2B inh: -2.0%; GLS inhibitor: 0.8%; Tb PGK inh: -9.0%; HP1b chromo inh: -3.5%; G9a block: -11.4%

What do the screens show for `O=C(NCc1cccnc1)c1cc(Sc2ccc(F)cc2F)nc2ccccc12`?
Pin1 inh: 1.9%; JMJD2A Tudor: -15.6%; POLI inh: -4.5%; BLM helicase inh: -0.9%; BAZ2B inh: -4.7%; GLS inhibitor: -3.3%; Tb PGK inh: inactive; HP1b chromo inh: 27.5%; G9a block: -6.2%[59 µM]

How did Cc1ccc2nc3c(cc(C#N)c(=O)n3-c3nccs3)c(=O)n2c1 do in these assays?
Pin1 inh: -12.5%; JMJD2A Tudor: -16.7%; POLI inh: inconclusive; BLM helicase inh: -6.1%; BAZ2B inh: 10.1%; GLS inhibitor: -18.6%; Tb PGK inh: -2.5%; HP1b chromo inh: 17.6%; G9a block: inconclusive

What do the screens show for `O=C(O)c1ccc2cccnc2c1O`?
Pin1 inh: -1.3%; JMJD2A Tudor: 10µM*; POLI inh: 35.9%[activator]; BLM helicase inh: -10.9%; BAZ2B inh: 25.1µM*; GLS inhibitor: -5.7%; Tb PGK inh: -7.7%; HP1b chromo inh: 2.6%

Results for Cc1cc(C)cc(NC(=O)c2c(C)oc3nc(C)nc(N4CCCC4)c23)c1 ?
Pin1 inh: 0.9%; JMJD2A Tudor: -5.5%; POLI inh: 11.1%; BLM helicase inh: -0.1%; BAZ2B inh: 2.5%[57.1 µM]; GLS inhibitor: 1.5%; Tb PGK inh: -4.5%; HP1b chromo inh: 39.8%[activator]; G9a block: -23.8%[59 µM]

How did CCc1cc(=O)oc2cc(C)cc(OCC(=O)C(C)(C)C)c12 do in these assays?
Pin1 inh: 6.4%; JMJD2A Tudor: 0.0%; POLI inh: 8.9%; BLM helicase inh: -0.1%; BAZ2B inh: -1.9%; GLS inhibitor: 0.1%; HP1b chromo inh: 43.9%[activator]; G9a block: 37.6%

Results for CC(=O)Nc1ccc(NC(=O)C2CCN(S(=O)(=O)c3ccc4c(c3)CCCC(=O)N4)CC2)cc1 ?
Pin1 inh: 4.8%; JMJD2A Tudor: -5.5%; POLI inh: 19.7%; BLM helicase inh: 3.2%; BAZ2B inh: 7.6%[57.1 µM]; GLS inhibitor: -3.1%; Tb PGK inh: -3.8%; HP1b chromo inh: 40.6%; G9a block: 3.6%[59 µM]

What do the screens show for `CNC(=O)C1CCC(Cn2c(=O)c3sccc3n(CC(=O)Nc3ccc(C)cc3C)c2=O)CC1` (configuration not stated)?
Pin1 inh: 2.4%; JMJD2A Tudor: -10.0%; POLI inh: -20.6%; BLM helicase inh: -4.0%; BAZ2B inh: -8.5%; GLS inhibitor: 2.5%; Tb PGK inh: inactive; HP1b chromo inh: 28.3%; G9a block: 8.8%[59 µM]

What do the screens show for `CC1(C)NC(=O)N(CC(=O)N2CCN(S(=O)(=O)c3ccccc3F)CC2)C1=O`?
Pin1 inh: -3.8%; JMJD2A Tudor: -2.3%; POLI inh: -2.7%; BAZ2B inh: 1.5%; GLS inhibitor: -1.7%; Tb PGK inh: 3.7%; HP1b chromo inh: 25.4%; G9a block: 22.5%[12.7 µM]

Results for COc1cccc(NC(=O)c2ccccc2C(F)(F)F)c1 ?
Pin1 inh: -7.8%; JMJD2A Tudor: -16.6%; POLI inh: 28.6%; BLM helicase inh: 0.7%; BAZ2B inh: -12.8%; GLS inhibitor: -0.2%; Tb PGK inh: -9.7%; HP1b chromo inh: 18.6%; G9a block: 17.5%

What do the screens show for `O=C(NCc1n[nH]c(=O)c2ccccc12)C1CC(=O)N(c2ccccc2)C1` (configuration not stated)?
Pin1 inh: 5.4%; JMJD2A Tudor: 0.0%; POLI inh: 28.8%; BAZ2B inh: 15.9%; GLS inhibitor: -0.3%; Tb PGK inh: -6.0%; HP1b chromo inh: 32.4%; G9a block: 4.6%

Results for CC(=NNC(=O)c1ccncc1)c1ccc(O)cc1O ?
Pin1 inh: 17.9%; JMJD2A Tudor: -24.8%; POLI inh: 6.5%; GLS inhibitor: -11.3%; Tb PGK inh: inactive; HP1b chromo inh: 66.6%[activator]

How did Cc1nn(C)cc1CNC(=O)c1cccc(Br)c1 do in these assays?
Pin1 inh: 0.4%; JMJD2A Tudor: -12.2%; POLI inh: 12.5%; BLM helicase inh: 4.8%; BAZ2B inh: -2.6%; GLS inhibitor: 9.1%; Tb PGK inh: -1.0%; HP1b chromo inh: 34.7%[activator]; G9a block: -4.6%[59 µM]

Results for CC(=O)N1CCc2cc(Br)cc(S(=O)(=O)CCC(=O)N3CCN(c4cccc(C)c4C)CC3)c21 ?
Pin1 inh: 21.8%; JMJD2A Tudor: -10.2%; POLI inh: 10.4%; BLM helicase inh: -0.5%; BAZ2B inh: -0.4%; GLS inhibitor: 0.2%; Tb PGK inh: inactive; HP1b chromo inh: 20.2%; G9a block: 3.6%[59 µM]

Results for O=C(OCC(=O)N1CCN(C(=O)c2ccco2)CC1)c1ccccc1OCc1ccc(Cl)cc1 ?
Pin1 inh: 1.1%; JMJD2A Tudor: -32.4%; POLI inh: inconclusive; BLM helicase inh: -3.3%; BAZ2B inh: -30.5%; GLS inhibitor: 6.9%; Tb PGK inh: -7.0%; HP1b chromo inh: 17.0%; G9a block: -31.8%[59 µM]

What do the screens show for `O=C1c2cccc3c(N4CCCCC4)ccc(c23)C(=O)N1CCO`?
Pin1 inh: inconclusive; JMJD2A Tudor: 24.3%; POLI inh: 9.3%; BLM helicase inh: 0.2%; BAZ2B inh: 21.9%; GLS inhibitor: 13.9%; Tb PGK inh: 0.0%; HP1b chromo inh: 91.0%; G9a block: 35.5%[activator]

How did Cc1cc(CC(=O)O)c(C)cc1CC(=O)O do in these assays?
Pin1 inh: 0.2%; JMJD2A Tudor: -6.5%; POLI inh: 9.6%; BLM helicase inh: -2.1%; BAZ2B inh: 3.1%; GLS inhibitor: 5.3%; Tb PGK inh: inactive; HP1b chromo inh: 20.7%; G9a block: -12.7%[12.7 µM]

How did COc1cc2c(C#Cc3cccnc3)c(-c3ccsc3)oc(=O)c2cc1OC do in these assays?
Pin1 inh: 2.7%; JMJD2A Tudor: inconclusive; POLI inh: -2.2%; GLS inhibitor: -7.4%; Tb PGK inh: 1.2%; HP1b chromo inh: 23.6%

What do the screens show for `CCCn1nc(C(=O)Nc2nc3ccccc3[nH]2)c2ccccc2c1=O`?
Pin1 inh: -0.2%; JMJD2A Tudor: -35.4%; POLI inh: 21.8%; BLM helicase inh: -1.9%; BAZ2B inh: -3.8%; GLS inhibitor: -0.1%; Tb PGK inh: -8.7%; HP1b chromo inh: -0.8%; G9a block: -2.2%[59 µM]

Next part, starting with the last two of the part before.
How did COc1cc2c(C#Cc3cccnc3)c(-c3ccsc3)oc(=O)c2cc1OC do in these assays?
Pin1 inh: 2.7%; JMJD2A Tudor: inconclusive; POLI inh: -2.2%; GLS inhibitor: -7.4%; Tb PGK inh: 1.2%; HP1b chromo inh: 23.6%

What do the screens show for `CCCn1nc(C(=O)Nc2nc3ccccc3[nH]2)c2ccccc2c1=O`?
Pin1 inh: -0.2%; JMJD2A Tudor: -35.4%; POLI inh: 21.8%; BLM helicase inh: -1.9%; BAZ2B inh: -3.8%; GLS inhibitor: -0.1%; Tb PGK inh: -8.7%; HP1b chromo inh: -0.8%; G9a block: -2.2%[59 µM]

How did COc1ccc(C2(C)NC(=O)N(CC(=O)Nc3ccc4ccccc4c3)C2=O)cc1OC (configuration not stated) do in these assays?
Pin1 inh: 8.3%; JMJD2A Tudor: -28.9%; POLI inh: 40.5%[activator]; BAZ2B inh: -33.1%; GLS inhibitor: 0.8%; Tb PGK inh: 3.1%; HP1b chromo inh: -2.1%; G9a block: inconclusive

Results for CC(CNC(=O)CCc1nnc(CCC2CCCCC2)o1)c1ccccc1 (configuration not stated) ?
Pin1 inh: -1.9%; JMJD2A Tudor: 2.1%; POLI inh: 30.0%[activator]; BLM helicase inh: 0.1%; BAZ2B inh: 7.4%; GLS inhibitor: 3.2%; Tb PGK inh: inactive; HP1b chromo inh: 26.0%; G9a block: -2.3%

Results for O=C(NC1CCCCC1)N1CCN(C(c2ccccc2)c2ccccc2)CC1 ?
Pin1 inh: 3.7%; JMJD2A Tudor: -22.7%; POLI inh: 13.3%; BLM helicase inh: -4.2%; BAZ2B inh: 19.0%; GLS inhibitor: 3.5%; HP1b chromo inh: 22.7%; G9a block: -7.9%

How did CCN(CC)CCCn1c(C)cc2c(c1=O)C(c1ccc(OC)c(OC)c1OC)C(C#N)=C(N)O2 (configuration not stated) do in these assays?
Pin1 inh: -6.3%; JMJD2A Tudor: -5.4%; POLI inh: 8.3%; BLM helicase inh: 0.3%; BAZ2B inh: -33.0%; GLS inhibitor: 19.8%; Tb PGK inh: -3.5%; HP1b chromo inh: 25.1%; G9a block: -6.3%[59 µM]

How did COc1ccc(-c2nc(-c3cccc(C)c3)no2)cc1OC do in these assays?
Pin1 inh: 31.1%[activator]; JMJD2A Tudor: 2.9%; POLI inh: 19.0%; BLM helicase inh: 3.3%; BAZ2B inh: -5.8%; GLS inhibitor: 11.8%; Tb PGK inh: -2.2%; HP1b chromo inh: 6.7%; G9a block: -2.8%[59 µM]

Results for COc1cccc(N2CCN(C(=O)c3cccn3-c3nnc(N4CCCCC4)s3)CC2)c1 ?
Pin1 inh: -1.8%; JMJD2A Tudor: -28.6%; POLI inh: 8.3%; BLM helicase inh: -2.9%; BAZ2B inh: -26.0%; GLS inhibitor: -0.8%; Tb PGK inh: inactive; HP1b chromo inh: 1.1%; G9a block: -3.9%[59 µM]

Source: PubChem (National Center for Advancing Translational Sciences (NCATS))

The list is partial; count on the stated rates, not on these rows.
